Bioassay records: PubChem BioAssay, several laboratories
Fam108B counter – blocks mouse Fam108B hydrolase in RBBP9 counter-screen; recombinant Fam108B, FP-Rh probe fluorescence polarization; inhibition, % at 9.51 µM; 0.33% of 300,000 active; AID 1947;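 active = inhibition above the screen mean inhibition plus 3 SD, computed separately per campaign, cut at about 18% in these data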;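 note: inhibitors lower polarization as less probe binds the enzyme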
BCLXL inh – blocks human Bcl-xL binding to Bim BH3 peptide. AID 2129. GST-Bcl-xL / FITC-Bim BH3 peptide fluorescence polarization. 0.7% of 320,000 active. inhibition, % at 10.9 µM. Q07817;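 active = inhibition above the mean of all tested compounds plus 3 SD, cutoff set per campaign, cut at about 30% in these data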;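 note: 0% = DMSO wells and 100% = unlabeled Bim-BH3 peptide competitor; inhibitors lower millipolarization by displacing the labeled peptide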
MCL1 BIM primary – MCL1-BIM-BH3 interaction inhibition (human) | Q07820 | GST-MCL1 / FITC-Bim-BH3 fluorescence polarization | inhibition, % at 10.9 µM | 0.68% of 320,000 active | AID 2057;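 active = inhibition above the mean inhibition of all tested compounds plus 3 SD, set per campaign, cut at about 40% in these data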;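 note: 0% = DMSO wells and 100% = unlabeled Bim-BH3 peptide control; higher means more loss of mP so more displacement of Bim peptide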
Target sequence (Q07820 whole entry, looked up): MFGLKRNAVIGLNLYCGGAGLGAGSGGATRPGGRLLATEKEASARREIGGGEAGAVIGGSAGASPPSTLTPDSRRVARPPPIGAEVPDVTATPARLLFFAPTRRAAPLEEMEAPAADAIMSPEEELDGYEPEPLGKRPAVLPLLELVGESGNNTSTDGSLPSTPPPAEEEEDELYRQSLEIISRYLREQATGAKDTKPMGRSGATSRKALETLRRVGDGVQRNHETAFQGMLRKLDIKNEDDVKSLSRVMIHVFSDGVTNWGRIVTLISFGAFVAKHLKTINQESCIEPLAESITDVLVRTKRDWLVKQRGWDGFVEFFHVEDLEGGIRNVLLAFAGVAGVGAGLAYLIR
pPAFAH inh – inhibitors of human plasma PAF acetylhydrolase (pPAFAH); 1.5% of 330,000 active; Q13093; recombinant pPAFAH, FP-rhodamine probe fluorescence polarization; inhibition, % at 3.39 µM;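 active = inhibition above the mean inhibition across the screen plus 3 SD, cut at about 25% in these data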;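 note: inhibitors block binding of the rhodamine activity-based probe so polarization drops; 0% = enzyme with DMSO and 100% = wells lacking pPAFAH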
PME-1 inh – PME-1 (human) inhibition; AID 2130; recombinant PME-1, FP-Rh probe fluorescence polarization; 0.53% of 320,000 active; Q9Y570; inhibition, % at 5.9 µM;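 active = inhibition above the campaign mean of all compounds plus 3 SD, cut at about 26% in these data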;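 note: competitive labeling of PME-1 active site by serine hydrolase directed probe; 0% = PME-1 with DMSO and 100% = wells lacking PME-1 enzyme; inhibitors block probe labeling so polarization falls and inhibition rises; many of its hits are not listed in these tables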
Target sequence (Q9Y570 whole entry, looked up): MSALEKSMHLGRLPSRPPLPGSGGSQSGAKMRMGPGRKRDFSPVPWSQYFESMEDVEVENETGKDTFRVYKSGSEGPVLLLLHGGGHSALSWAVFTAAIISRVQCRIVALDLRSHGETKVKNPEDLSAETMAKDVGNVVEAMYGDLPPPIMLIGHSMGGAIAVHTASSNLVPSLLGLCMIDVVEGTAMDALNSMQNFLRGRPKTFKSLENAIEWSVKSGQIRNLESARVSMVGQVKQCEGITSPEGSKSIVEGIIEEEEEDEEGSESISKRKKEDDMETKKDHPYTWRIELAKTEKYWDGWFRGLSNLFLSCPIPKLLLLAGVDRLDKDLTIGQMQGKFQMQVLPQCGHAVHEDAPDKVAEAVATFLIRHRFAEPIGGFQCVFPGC
GLD-1 TGE inh – GLD-1-TGE RNA interaction inhibition (C. elegans); purified GLD-1 + fluorescein TGE RNA, fluorescence polarization; Q17339; inhibition, % at 5.96 µM; 0.44% of 320,000 active; AID 2280;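 active = percent inhibition above a per-plate cutoff, the plate mean of test compounds plus 3 SD, cut at about 30% in these data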;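 note: 0% = DMSO wells with GLD-1 and probe and 100% = wells lacking GLD-1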
MEX-5 binding – C. elegans MEX-5 TCR-2 RNA binding activity | Q9XUB2 | MEX-5/FITC-TCR2 RNA binding, fluorescence polarization; stronger effect = lower value | activity score (negative = inhibition of binding), % at 10 µM | 0.38% of 300,000 active | AID 1832;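 active = inhibition past about -25% in most replicates, and total fluorescence under double the plate's negative control median, limit read from the data; inconclusive = replicates evenly split on the limit, or fluorescence at least double controls; inactive = too little inhibition in most replicates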;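 note: 0% = DMSO and -100% = 5 µM competing unlabeled TCR2 RNA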
PAFAH1B2 inh – PAFAH1B2 (human) inhibition. P68402. recombinant PAFAH1B2, FP-rhodamine activity probe, fluorescence polarization. inhibition, % at 3.39 µM. 1.2% of 340,000 active;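 active = inhibition above the mean of all tested compounds plus 3 SD, cut at about 24% in these data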;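 note: 0% = enzyme with DMSO and 100% = wells lacking PAFAH1B2; many of its hits are not listed in these tables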
Target sequence (P68402 whole entry, looked up): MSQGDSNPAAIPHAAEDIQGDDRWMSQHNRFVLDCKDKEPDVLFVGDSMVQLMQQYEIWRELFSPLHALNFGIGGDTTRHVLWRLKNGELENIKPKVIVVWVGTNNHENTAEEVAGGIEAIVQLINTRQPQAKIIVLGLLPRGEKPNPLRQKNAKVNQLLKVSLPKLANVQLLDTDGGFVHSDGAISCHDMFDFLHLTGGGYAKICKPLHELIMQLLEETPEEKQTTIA
AHR activator – activates the human aryl hydrocarbon receptor | 2.5% of 320,000 active | P35869 | activation, % at 5 µM | AID 2796 | AHR-responsive luciferase reporter cells, luminescence; in the data active = activation above about 47%;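 note: 0% = vehicle wells and 100% = reference agonist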
Numbers without * were called inactive; ? = inconclusive; · = not tested or not shown; & = joins results of further samples. A portion of the library. The share of hits here may be higher or lower than overall.

SMILES	Fam108B counter	BCLXL inh	MCL1 BIM primary	pPAFAH inh	PME-1 inh	GLD-1 TGE inh	MEX-5 binding	PAFAH1B2 inh	AHR activator
Cc1cccc(C)c1NC(=O)Cn1nc(-c2ccc(Cl)s2)ccc1=O	-1	0	5	4	-3	-9	-1.8	-5	5
CCCn1nnc(NC(=O)c2ccc(Br)cc2)n1	2	1	-4	1	-5	2	1.3	3	3
COc1ccc2nc3ccccc3nc2c1NC(=O)c1ccc(Br)cc1	-4	39*	42*	1	5	-6	?	-3	0
O=C(NC1CCCCC1)c1cccc2c1C(=O)c1ccc(-c3ccc(OC(F)(F)F)cc3)cc1S2(=O)=O	·	·	·	-1	·	8	·	-3	1
Cc1cc(SCC(=O)NC(=O)c2cccn2C)nc2ccccc12	3	6	1	-1	8	11	0.9	7	11
COc1ccc(N2CC(C(=O)OCC(=O)c3ccccc3)CC2=O)cc1 (stereo unspecified)	-1	4	-2	12	3	-1	0.5	0	0
CC(=O)N1CCN(c2ccccc2NC(=O)COc2cc(C)ccc2C(C)C)CC1	-3	-2	0	2	10	1	1.1	0	2
COCc1cc(C)n(CC(=O)Nc2ccc(N3CCOCC3)cc2)c(=O)c1C#N	-2	6	-4	6	4	-2	0.2	4	-1
Cc1nn2c(=O)c3c4c(sc3nc2n1-c1ccccc1)COC(C)(C)C4	-3	-1	1	2	4	8	0.5	·	1
Cc1ccc(C(=O)CCS(=O)(=O)c2ccc(Br)cc2)cc1	-7	3	6	1	4	5	-1.0	-1	2
Cc1ccc(-c2ccc(CCC(=O)O)n2C(C)C)cc1	-3	5	-10	18	7	1	-1.3	-2	-2
OC(COc1ccc(Cl)cc1)CN1CCCCC1 (stereo unspecified)	7	3	6	2	-5	-2	-5.1	5	0
COc1ccc(C(=O)Nc2ccc(S(=O)(=O)N3CCCC3)cc2)cc1	-3	12	3	-2	-1	4	0.9	4	3
COc1cc(C(=O)OC(C)CN2CCOCC2)cc(OC)c1OC (stereo unspecified)	-1&1	5&-8	7&-7	4&2	-1&1	18&4	-1.8&1.7	-1&5	0&2
COc1ccc(CNC(=O)C[C@H]2C(=O)N(c3ccccc3)C[C@@H]2Cc2ccccc2)cc1	12	6	13	4	1	-1	-0.7	3	4
Cc1cnc(C(=O)OCc2nc3ccccc3o2)cn1	·	·	·	-1	·	6	·	2	6
c1ccc(-c2ccc(-c3nc(-c4ccccn4)no3)cc2)cc1	-10	0	1	-6	-73	-5	1.9	1	-9
O=C(CN1C(=O)C(=O)N(Cc2ccco2)C1=O)Nc1ccc(F)c(F)c1F	·	·	·	3	·	8	·	6	0
Cc1ccc(NC(=O)C2CCCNC2=O)nc1 (stereo unspecified)	-5	1	-2	-8	-3	4	-0.5	0	-4
COc1ccc(OCc2nc3c4c(ncn3n2)-c2ccccc2CC42CCCC2)cc1	1	2	-8	2	3	-5	2.5	-4	3
C=CCn1c(C)cc(C(=O)COC(=O)/C=C/c2ccc(OC)cc2)c1C	-13	-2	3	8	-3	-7	0.9	4	3
O=C(NCCCO)NC12CC3CC(CC(C3)C1)C2	-4	3	6	1	-2	4	-1.5	5	-3
O=C(Nc1ccc(Cl)cc1)Nc1ccccc1Sc1ncc([N+](=O)[O-])s1	5	8	3	8	10	1	1.4	17	66*
CCn1ccc2cc(OC)ccc2c1=S	3	5	12	5	3	2	0.7	2	8
O=C(CSc1ccc(-c2ccc(F)cc2)nn1)Nc1ccc2c(c1)OCCO2	-4	2	1	1	-1	2	-1.7	-1	6
COc1cc2c(=O)n(CCCC(=O)NCC3CCCO3)c(=O)n(CC(=O)c3ccc(F)cc3)c2cc1OC (stereo unspecified)	-2	2	5	2	1	-1	1.3	4	-2
COC(=O)Nc1ccc2c(c1)Nc1ccccc1CC2	0	3	1	13	9	-1	-1.4	6	3
O=C(c1ccc(F)cc1)C1CCN(C(=O)c2ccccc2F)CC1	-3	5	9	1	6	-5	-7.3	5	-7
CCN(CC)c1ccc(C(=O)N/N=C/c2ccc(OC)cc2OC)cc1	4	3	12	16	16	6	-1.8	1	7
COc1cccc(C(N)=O)c1OC(=O)Cc1ccccc1F	5	4	11	0	-2	-3	-1.9	2	1
CCOC(=O)CNC(=O)CSc1nnc(NC(=O)c2ccccc2Cl)s1	-2	-3	-10	-6	0	5	-1.1	2	4
COc1ccccc1CNc1nc2nc(C)c(C)c(=O)n2[nH]1	2	4	-2	2	-3	2	0.5	3	9
O=C(CNS(=O)(=O)c1cccs1)N1CCCC1	-6	4	-6	0	-5	3	4.5	2	2
Cc1cc(C)c2cc(C#N)c(N3CCCN(C(=S)NCCCN(C)C)CC3)nc2c1	2	5	12	4	-7	0	-2.1	2	14
CCCCc1c(C)c2cc(C)ccc2[nH]c1=O	10	9	5	15	-3	-3	-0.1	2	11
Cc1ccc(CNc2oc(-c3ccco3)nc2S(=O)(=O)c2ccccc2)cc1	0	8	7	5	8	-3	1.6	10	-1
CCCCNC(=S)N(CCN(C)C)Cc1cc2cc3c(cc2[nH]c1=O)OCCO3	0	1	0	4	4	-3	1.3	8	11
CN1/C(=C\C=Nc2cc(S(=O)(=O)N3CCOCC3)ccc2N2CCOCC2)C(C)(C)c2ccccc21	-1	0	2	1	3	5	0.4	-3	-5
Cc1ccn(CC(=O)NC2CCCN(Cc3ccc(CC(C)C)cc3)C2)n1 (stereo unspecified)	-2	5	11	8	0	2	1.2	1	-1
CN(CC(=O)NCc1ccc(Cl)cc1)S(=O)(=O)c1cccc2cccnc12	2	-1	-4	-6	19	4	0.6	6	0
CCOC(=O)c1c(C)[n+]([O-])c2ccc3c(non3O)c12	3	5	1	3	10	-7	-0.6	12	4
CC(C)(C)OC(=O)C(C)(C)Sc1nnc(N)s1	3	-2	2	2	-2	1	-1.7	-3	0
CCc1ccc(NC(=O)CN2C(=O)CSC2=O)cc1	1	1	3	-4	-10	7	2.8	5	0
CC1CCCCN1S(=O)(=O)c1ccc(C(=O)Nc2ccccc2-c2nc3ccccc3s2)cc1 (stereo unspecified)	-1	3	3	1	4	3	0.9	6	13
Cc1noc(C)c1CSCC(=O)N1CCN(c2ccc([N+](=O)[O-])cc2)CC1	0	-3	-7	4	-2	2	0.0	2	-2
COC(=O)Cc1c(O)ccn(CCc2ccc(OC)c(OC)c2)c1=O	-1	1	-5	-5	-2	-4	0.7	8	1
COc1ccc(CC(CC(=O)O)C(=O)Nc2ccc(OC)cc2)cc1 (stereo unspecified)	6	1	0	-3	4	1	0.2	2	2
Nc1ccc(Nc2ccncc2[N+](=O)[O-])cc1	1	0	3	6	0	6	-1.2	-1	1
CCOC(=O)C1CCN(C(=O)C2CCN(C(=O)c3ccc([N+](=O)[O-])cc3)CC2)CC1	5	2	3	-3	-9	2	0.9	4	-1
Nc1nc(-c2ccc(F)cc2)cc(C(F)(F)F)n1	3	-1	10	1	-7	6	-8.1	6	-1
COc1ccc(NC(=O)c2cc3n(n2)C(C(F)(F)F)CC(c2ccc4c(c2)OCO4)N3)cc1OC (stereo unspecified)	0	4	-2	12	6	3	·	1	-1
Cn1c(CNc2cccc(Cl)c2)nnc1SCC(=O)OC1CCCCC1	1	-11	-12	5	1	2	-0.9	5	5
COCCn1c(SCC(=O)NC2CCCCC2)nnc1-c1ccncc1	-2	-1	0	-1	4	-8	-1.3	6	2
N#Cc1ccc(N2Cc3ccccc3/C2=N/C(=O)Nc2ccc(Cl)cc2)cc1	-10	3	3	1	-9	0	0.4	2	4
COCCCNC(=O)c1ccc2c(=O)n(Cc3ccc4c(c3)OCO4)c(=S)[nH]c2c1	-3	-2	-7	3	-4	11	-3.7	4	-1
COc1cc(/C=N/NC(=O)C2CC(=O)N(c3ccc(C)cc3)C2)cc(OC)c1OC (stereo unspecified)	-2	-2	-8	4	-1	4	0.9	3	2
Cc1cccc(N(C(=O)Cn2nnc3ccccc32)C(C(=O)NCc2ccco2)c2ccncc2)c1C (stereo unspecified)	-1	-1	-1	4	2	-2	1.0	1	1
COCCCN(C(=S)NC(=O)c1ccc(C(C)(C)C)cc1)c1c(N)n(Cc2ccccc2)c(=O)[nH]c1=O	-1	13	12	8	0	0	0.8	27*	11
Clc1ccccc1C1SCC2Nc3ccccc3CN21 (stereo unspecified)	1	7	10	5	4	1	-2.5	6	18
Cc1c(Cl)cccc1NC(=O)CCN1CCN(C)CC1	0	5	3	7	0	6	1.1	-2	-3

Further results
SMILES	Fam108B counter	BCLXL inh	MCL1 BIM primary	pPAFAH inh	PME-1 inh	GLD-1 TGE inh	MEX-5 binding	PAFAH1B2 inh	AHR activator
O=C(CCCOc1ccc(Cl)cc1Cl)NCc1ccncc1	-3	-4	-1	5	5	-1	-6.2	-1	5
CCOC(=O)c1cc(S(=O)(=O)NCCc2ccc(OC)c(OC)c2)cn1C	-2	6	-2	6	-2	2	-1.8	6	2
C[C@@H]1CN([C@@H](C)CO)C(=O)c2cccc(NC(=O)Nc3ccc(F)cc3)c2O[C@@H]1CN(C)Cc1ccc(Oc2ccccc2)cc1	·	·	·	-1	·	1	·	10	0
O=C1NC(c2ccco2)Nc2sc3c(c21)CCN(Cc1ccccc1)C3 (stereo unspecified)	-6	27	21	9	-8	4	·	1	10
O=C(O)CCC(=O)OC1CC2CCC1C2 (stereo unspecified)	1	6	7	0	-5	1	-3.6	8	0
Cc1ccc(NC(=O)c2ccccn2)cc1S(=O)(=O)N1CCOCC1	2	-7	-2	-4	-2	5	0.2	-6	0
CCc1cc(C(=O)O)c(NC(=O)C(c2ccccc2)c2ccccc2)s1	-3	5	4	7	4	5	-0.4	11	0
Cc1c(NC(=O)COC(=O)Cc2ccc(Cl)cc2)c(=O)n(-c2ccccc2)n1C	1	-8	-10	9	3	2	2.5	7	1
COc1ccccc1NC(=O)C(=O)NCCC1CCCCN1S(=O)(=O)c1ccc(F)cc1 (stereo unspecified)	-1	3	1	6	3	6	0.5	2	22
COc1cccc(CNC(=O)CCS(=O)(=O)c2ccc3c(c2)CC(C)N3C(=O)C2CC2)c1 (stereo unspecified)	4	4	2	-2	4	10	-2.3	2	1
O=C(COc1ccccc1Cl)NCc1ccco1	8	4	7	2	6	-1	·	0	1
Cc1cccc(C)c1NS(=O)(=O)c1ccc(-c2cnc(C3CC3)o2)cc1	-2	2	3	6	6	1	-0.4	1	27
COc1ccc(OC)c(NC(=O)NCCCCc2ccccc2)c1	-2	1	7	10	1	-1	-1.2	2	33
COc1ccc(NC(=O)C2CC(=O)OC2c2ccccc2)cc1 (stereo unspecified)	3	5	13	4	4	0	-0.4	0	0
O=C(NC(=S)N1CCN(c2ccc(O)cc2)CC1)c1ccco1	·	·	·	7	·	-5	·	-1	-2
CCCCN(CC)CCCNC(=O)c1ccc(CS(=O)(=O)c2c(Cl)cccc2Cl)o1	-4	-2	1	1	1	-5	0.3	-3	6
CN(CC(=O)Nc1cccc2ccccc12)C(=O)c1ccc(NC(=O)CC#N)cc1	·	·	·	6	·	-3	·	2	8
N#Cc1c(C(F)(F)F)cc(-c2ccc(Cl)cc2)[nH]c1=O	-1	10	6	12	-7	-1	2.2	-8	25
CN1C(=O)NC(c2cccc([N+](=O)[O-])c2)C2=C1CC(C)(C)CC2=O (stereo unspecified)	0	4	0	7	4	2	-1.4	5	-1
